High-throughput results from PubChem.
Abeta yeast res – qHTS for compounds that reverse cellular toxicity of Amyloid beta (A-beta) peptide in yeast: Primary Screen. yeast expressing A-beta42, growth rescue, OD600, 48 h; response scale: 0% DMSO, 100% iron-clioquinol control. Potency, µM (highest dose often 46.1 µM), without a hit: at the highest dose growth rescue, usual class: activators. 410,000 tested, 0.063% active; further: potency means the concentration at half of the fitted maximal effect; nearly all actives have a fitted effect of over 55% in size
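Yeast growth medium received pinned compounds, then yeast cells expressing toxic A-beta were added; plates incubated at 30 C for 48 hr. Growth read as absorbance at 600 nm, normalized to DMSO and equimolar FeCl3 plus clioquinol controls.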
aSyn yeast inh – qHTS of alpha-syn Inhibitors; 370,000 tested, 0.14% active; Potency, µM (top dose mostly 46.1 µM), for inactives: at the highest dose growth rescue (activation), hits mostly activators; Yeast expressing alpha-synuclein, growth rescue, BacTiter-Glo, 24 h; AID 652106, 2013; further: potency means the concentration at half of the fitted maximal effect; % of control where 0% means no effect; nearly all actives have a fitted effect of over 65% in size
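Screening used galactose-induced yeast with toxic alpha-synuclein levels, exposed to compound for 24 hr at 30 deg C. Cell growth, read with BacTiter-Glo luminescence, gave the measured signal.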
Akt phos inh – HTS Assay for Inhibitors of Akt Phophorylation: Primary Screen | Neuro2A IGF-stimulated pAkt S473 HTRF, 20 min; active compounds read low | activity change, % for hits at 50 µM | 360,000 tested, 0.32% active | AID 651550, 2012; in the data active means activity change below about -80%; inconclusive means mostly about -51% to -80%; further: on the % scale 0 is the no-effect control and ±100 the full control effect
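Neuro2A cells in DMEM with 0.5% FBS, overnight at 37 deg C, given compound at single 50 µM final, then IGF (6 nM final) for 20 min at 37 deg C. Lysed; phospho-Akt Ser473 by HTRF after 24 h, 665/615 ratio.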
GLP1R inv ag – qHTS of GLP-1 Receptor Inverse Agonists (Inhibition Mode); HEK293 GLP-1R CRE-luciferase, luminescence, 24 h; GLP-1R form is constitutively active; 410,000 tested, 1.6% active; Potency, µM (highest dose often 38.3 µM), for the others: at the highest dose activity change, negative = inhibition, hits mostly inhibitors; AID 624417, 2012; Glucagon-like peptide 1 receptor (Homo sapiens), P43220; further: potency means the concentration at half of the fitted maximal effect; on the % scale 0 is the no-effect control and ±100 the full control effect; nearly all actives have a fitted effect of over 55% in size
Target sequence (P43220 whole entry, looked up): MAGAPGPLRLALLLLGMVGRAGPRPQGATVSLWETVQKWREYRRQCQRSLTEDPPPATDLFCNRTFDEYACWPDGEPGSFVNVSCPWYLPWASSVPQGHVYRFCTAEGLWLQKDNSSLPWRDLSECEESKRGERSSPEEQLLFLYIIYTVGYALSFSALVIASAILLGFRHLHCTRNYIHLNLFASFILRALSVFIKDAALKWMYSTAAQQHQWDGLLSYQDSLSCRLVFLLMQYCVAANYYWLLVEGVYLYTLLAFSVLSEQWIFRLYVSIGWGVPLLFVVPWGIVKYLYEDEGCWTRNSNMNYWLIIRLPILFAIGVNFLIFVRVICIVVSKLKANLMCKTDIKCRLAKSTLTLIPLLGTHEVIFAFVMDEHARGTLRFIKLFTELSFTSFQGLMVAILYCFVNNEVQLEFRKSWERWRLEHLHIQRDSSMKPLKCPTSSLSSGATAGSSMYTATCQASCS
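Assay principle: reduced luminescence from a cAMP-responsive reporter in HEK293 cells co-expressing a constitutively active GLP-1R. Conditions: 24 hr compound incubation, 37 deg C, 5% CO2.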
DRD3 antagonist – qHTS of D3 Dopamine Receptor Antagonist: qHTS; D(3) dopamine receptor (Homo sapiens), P35462; 360,000 tested, 2.5% active; max response, negative = inhibition, %; D3R cells, DiscoveRx beta-arrestin luminescence, antagonist mode; active compounds read low; in the data active means max response below about -50%; inconclusive means no clear call, values can overlap the other calls; further: on the % scale 0 is the no-effect control and ±100 the full control effect; mostly tested at two doses, the higher about 12 µM
Target sequence (P35462 whole entry, looked up): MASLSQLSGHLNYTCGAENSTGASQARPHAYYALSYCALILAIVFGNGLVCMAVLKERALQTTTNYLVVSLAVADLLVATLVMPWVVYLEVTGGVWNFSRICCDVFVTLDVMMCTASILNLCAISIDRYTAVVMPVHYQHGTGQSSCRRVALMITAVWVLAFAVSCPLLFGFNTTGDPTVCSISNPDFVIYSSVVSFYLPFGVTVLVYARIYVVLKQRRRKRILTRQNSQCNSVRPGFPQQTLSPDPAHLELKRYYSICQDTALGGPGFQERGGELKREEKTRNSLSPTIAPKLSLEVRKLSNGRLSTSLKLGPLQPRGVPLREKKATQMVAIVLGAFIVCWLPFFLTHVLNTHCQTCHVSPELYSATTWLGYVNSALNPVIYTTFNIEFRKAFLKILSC
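Cells plated overnight at 1500 cells/well, then exposed to library compounds with dopamine controls for 90 minutes at 37 degrees C. DiscoveRx reagent added for 30–60 minutes at room temperature; luminescence read, quantitative HTS format.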
PTHR1 ag – qHTS for PTHR1 Agonists: Primary Screen. Parathyroid hormone/parathyroid hormone-related peptide receptor (Homo sapiens), Q03431. 410,000 tested, 0.075% active. Potency, µM (top dose mostly 115 µM), for inactives: at the highest dose activation, usual class: activators. HEK293 GP2 PTHR1 cells, GloSensor cAMP luminescence, 1 h. AID 743266, 2014; further: potency means the concentration at half of the fitted maximal effect; nearly all actives have a fitted effect of over 55% in size; some results filed as inactive show a strong effect at the top dose; inactives centre near -15; many of its hits are not listed in these tables
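HEK-293-derived GP2 cells expressing PTHR1 and a GloSensor cAMP reporter, 3,000/well, plated overnight, given luciferin plus IBMX (each 0.5 mM as added) for 1 h at 37 °C, then compound for 1 h at 37 °C. Luminescence was read after 15 min at room temperature.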
GLP1R ag – qHTS of GLP-1 Receptor Agonists. AID 624172, 2012. 380,000 tested, 0.007% active. Potency, µM (series often up to 45.6 µM), inactives show top-dose activation, actives largely listed as activators. Glucagon-like peptide 1 receptor (Homo sapiens), P43220. HEK293 GLP-1R CRE-luciferase, luminescence, 4-6 h; cells express a hypersensitive GLP-1R form; further: potency means the concentration at half of the fitted maximal effect; % of control where 0% means no effect
FUS yeast rescue – qHTS for Suppressors of FUS Proteinopathy: Primary screen using FUS-linked yeast assay; S. cerevisiae FUS-expressing, growth rescue, OD600, 24 h; Potency, µM (titrated, usually from 76.6 µM), for the others: at the highest dose growth rescue (activation), hits mostly activators; 390,000 tested, 0.24% active;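 further: potency means the concentration at half of the fitted maximal effect; plate controls were DMSO vehicle for no effect and reference control for full effect; nearly all actives have a fitted effect of over 55% in size; some results filed as inactive show a strong effect at the top dose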
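Toxicity suppression screen in FUS-yeast. Cells induced with 2% galactose, starting OD 0.005, treated 24hr at 30C with compounds at multiple final concentrations; growth by OD600.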
TDP-43 yeast inh – qHTS of TDP-43 Inhibitors; AID 652104, 2013; TDP-43 expressing yeast growth rescue, BacTiter-Glo, 24 h; Potency, µM (highest dose often 46.1 µM), for inactives: at the highest dose growth rescue (activation), usual class: activators; 410,000 tested, 1.8% active; further: potency means the concentration at half of the fitted maximal effect; % of control where 0% means no effect; nearly all actives have a fitted effect of over 50% in size
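Yeast expressing TDP-43 (pregrown in raffinose, seeded at OD600=0.02 in galactose medium) exposed to compounds 24 hr at 30 deg C. Growth read by BacTiter-Glo luminescence; rescue of toxicity appears as increased signal.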
The depositor's hits bear a star; i = inactive; ? = inconclusive; . = no result given; & = joins results of further samples; [ ] = dose if it differs, or a comment. Unless noted, the call rests on the fitted dose curve; in most records, active means well fitted curve in the direction sought with a large enough effect; inconclusive means small, poorly fitted or top-dose-only effect, or another doubt; inactive means no such curve, though single readings can be large; an effect the other way counts as inactive or inconclusive.

SMILES | Abeta yeast res | aSyn yeast inh | Akt phos inh | GLP1R inv ag | DRD3 antagonist | PTHR1 ag | GLP1R ag | FUS yeast rescue | TDP-43 yeast inh
Cc1nc(Nc2ccccc2)c2oc3ccc(Cl)cc3c2n1 | -19% | -10% | i | -12% | -6 | i | 16% | 31% | -9%
Cc1ccc(OCCCCn2cnc3ccccc32)cc1 | 20%&7% | -3% | i | -13%&-16% | 13 | -29%&-13% | 10% | 4%&12% | 6%&0%
Cc1cccc(NC(=S)N2CCN(S(=O)(=O)c3ccc(F)cc3)CC2)c1 | -3% | -2% | i | -21% | -1 | -12% | 4% | 14% | -2%
COc1ccc(CCN(C)C(=S)Nc2cccc(C)c2)cc1OC | -1% | -7% | i | -7% | -7 | ? | 12% | 11% | 7%
COc1cc2c(cc1OC)C(C)N(C(=O)CCN1C(=O)C3C4C=CC(C4)C3C1=O)CC2 (configuration not stated) | 6%[9.22 µM] | 1% | i | 19% | 41 | -32%[inhibitor] | -3% | -25% | -4%
CC(C)c1ccc(OC(=O)c2cccc(S(=O)(=O)N3CCN(C)CC3)c2)cc1 | -17% | 0% | i | ? | -8 | -30%[inhibitor] | 4% | 34% | -19%
COc1ccc(-c2cccc(NS(=O)(=O)c3cc(C)c(Cl)cc3C)c2)nn1 | 10% | . | . | -27% | . | -43%[inhibitor] | . | ? | 18µM*
Cn1cccc1C(=O)OCC(=O)N1CCN(c2ccccc2)CC1 | -5% | 0% | i | 5% | 3 | i | 8% | 8% | 5%
COc1cc(C(=O)COC(=O)C2CC2(Cl)Cl)cc(OC)c1OC (configuration not stated) | 19% | 0% | i | 6% | 16 | i | -3% | 8% | 29%
CS(=O)(=O)N1CCC(C(=O)Nc2ccc(Cl)c(Cl)c2)CC1 | -8% | -2% | i | ? | -12 | -13% | 1% | 29% | -18%
Cc1cccc(N2CCN(C(=O)CCN3C(=S)NC(C)(C)CC3C)CC2)c1C (configuration not stated) | ? | -3% | i | 2%[0.307 µM] | -24 | -16% | -11% | 34% | 16%
CCCN(C(=O)c1ccc2c(SCC(=O)O)c3c(nc2c1)CCC3)c1cccc(C)c1 | 6% | 1% | i | -3% | 7 | i | -5% | 39% | 3%
Cc1cc(NC(=O)c2ccccc2)sc1C | -32%[inhibitor] | -24% | i | ? | 0 | -15%[57.5 µM] | -6% | 10% | -13%
C[C@]12c3[nH]c4ccccc4c3CCN1C(=O)C(CC(=O)NCc1cccc(C(F)(F)F)c1)C[C@@H]2C(=O)N1CCOCC1 (some centres not stated) | -5% | 0% | i | -10% | -5 | i | 1% | 32% | 12%
Cc1cc(Oc2ccccc2)nc(SCC(=O)Nc2ccc(Cl)cc2Cl)n1 | 15% | 0% | i | 0% | 7 | 15%[57.5 µM] | 19% | 37% | 1%
CCCCn1nnnc1NCc1cccnc1 | 1% | -3% | i | 8% | -3 | -95%[inhibitor] | 1% | 8% | -7%
CCn1c(SCC(=O)Nc2ccc(N3CCOCC3)c(Cl)c2)nnc1-c1ccc(N)cc1 | 16% | 1% | i | 0% | 11 | -12% | 10% | 24% | 0%
CCn1c(=S)ccc2ccc(OC)cc21 | 17% | 8% | i | 48%[activator] | -18 | i | 7% | -13% | 13%
O=C(NCCc1ccco1)c1ccc(OCc2cn3ccccc3n2)cc1 | -1% | -10% | i | -21% | 7 | -3% | 15% | 31% | -10%
Nc1ccccc1C(=O)NC12CC3CC(CC(C3)C1)C2 | -6% | 0% | i | ? | 6 | i | 0% | -14% | 4%
CCC(C)n1c(=N)c(C(=O)NC2CCCCC2)cc2c(=O)n3cc(C)ccc3nc21 (configuration not stated) | -16% | . | . | 19% | . | -13% | 3% | -7% | -3%
O=C(CSc1nnc(-c2ccncc2)o1)c1ccc2c(c1)OCCO2 | 6% | -1% | i | -5% | 4 | -12% | 7% | 5% | -13%
O=c1ccc2ccc(OCc3nnc(-c4ccccc4Br)o3)cc2o1 | 18% | 3% | i | 0% | 21 | i | ? | 8% | 0%
CCc1ccc2oc(-c3ccc(NC(=O)c4cccc(Cl)c4Cl)cc3)nc2c1 | 2% | . | . | -12% | . | -43%[inhibitor] | . | 5% | ?
CCOc1ccc(NC(=O)CSc2nc3nc(C)c(Cc4ccccc4)c(C)n3n2)cc1 | 3% | . | . | 0% | . | i | . | 31% | 25µM*
Cc1cc(C)cc(OC(=O)N2CCOCC2)c1 | 0% | 1% | i | -14% | -4 | i | 5% | -3% | 6%
O=C1c2[nH]nc(-c3ccccc3O)c2C(c2cccc(Br)c2)N1Cc1ccncc1 (configuration not stated) | -15% | . | . | 13µM* | . | i | . | 1% | -7%
CSC(=S)NN=C(C)c1cccc(C)n1 | 6% | -76%[inhibitor] | i | ? | -21 | i | -23% | . | -88%[inhibitor]
Cc1ccc(C2CC(=O)Nc3cc4c(cc32)OCCO4)cc1 (configuration not stated) | -4% | . | . | 12% | . | -39%[inhibitor] | 8% | -1% | 14%
CCCCNC(=O)C(NC(=O)c1ccc(C)cc1)C(=O)c1ccccc1 (configuration not stated) | -4% | -2% | i | 12% | 14 | i | . | -11% | 0%
O=C(C1=C[C@H](C2CC2)C[C@H](OCCCCO)O1)N1CCOCC1 | 7% | -7% | i | 9% | 15 | 0% | -3% | -16% | -4%
CCC(CC)C(=O)NCc1cccnc1 | -4% | 0% | i | 10% | -2 | -15% | 2% | -4% | 12%
O=C(CCc1c[nH]c2ccccc12)NCCc1ccc(Cl)cc1 | 5% | 22% | i | ? | 3 | -7% | 12% | 9% | 19%
CCOc1ccc(S(=O)(=O)NCCC(=O)Nc2ccncc2)cc1 | 12% | -2% | i | 13% | -2 | i | -14% | -1% | 16%
O=C(Cn1c(=O)nc(-c2ccccc2F)c2cc(Cl)ccc21)N1CCN(c2ccccc2F)CC1 | 6% | . | . | -3% | . | -21% | . | -10% | 8%
Cc1nc2ccc(C(=O)N/N=C/c3cc([N+](=O)[O-])ccc3O)cc2[nH]1 | -5% | -11% | i | 6% | 6 | -23% | -4% | 29% | ?
COc1ccc(-n2nc(C(=O)NCC(=O)N3CCN(c4ccccn4)CC3)c3ccccc3c2=O)c(OC)c1 | -1% | -2% | i | 44%[activator] | 11 | i | 8% | 15% | -7%
O=C(CCn1cnc2ccccc21)N=Nc1c(O)[nH]c2ccccc12 | 1% | 0% | i | 20% | -4 | -2% | 21% | -2% | -1%
CC(=O)c1ccccc1NS(=O)(=O)c1cccc2nsnc12 | 5% | -8% | i | 14% | -1 | -2% | 2% | -11% | 12%
Cc1ccc(NC(=O)c2sc3ncn(CC(=O)N4CCN(c5ccccn5)CC4)c(=O)c3c2C)cc1F | 13% | -1% | i | -25% | 25 | -29% | -2% | 23% | -6%
NC(=O)c1ccsc1NC(=O)COC(=O)c1nc(Cl)ccc1Cl | -4% | 0% | i | 27% | 13 | -19% | 0% | 29% | -12%
O=C(COC(=O)C1(c2ccccc2F)CCCC1)N1CCc2ccccc21 | 18% | -14% | i | 6% | 7 | i | -8% | -13% | 16%
O=C(NNS(=O)(=O)c1ccccc1[N+](=O)[O-])c1cccc(Br)c1 | 18% | 0% | i | 3% | 8 | -45%[inhibitor] | -7% | 8% | 4%
CC1CCCN(CCCN2C(=O)C3C(C(=O)Nc4cccc(Cl)c4)C4C=CC3(O4)C2C(=O)NC2CCCCC2)C1 (configuration not stated) | 5% | 6% | i | ? | -27 | i | 9% | 17% | -2%
O=C(COC(=O)c1ccccc1)NC12CC3CC(CC(C3)C1)C2 | -4% | 17% | i | 10% | -12 | -26% | 1% | . | 18%
COc1cccc(C(Nc2ccccn2)c2oc(CO)cc(=O)c2O)c1 (configuration not stated) | -23% | 2% | i | 11% | 17 | i | 2% | 9% | -5%
Cc1ccc(Cl)cc1NC(=O)Cn1cc2c(n1)CCCC2 | 8% | 2% | i | -18% | -14 | -17% | 10% | -4% | 5%
COc1ccccc1NS(=O)(=O)c1cccc(C(=O)N2CCCCCC2)c1 | 2% | -2% | i | ? | 7 | i | 10% | 0% | -7%

Some of the compounds tested; count on the stated rates, not on these rows.
